# Compound activity: PubChem BioAssay, several laboratories
# hgDAF-12 ag = activates the H. glycines DAF-12 receptor ligand-binding domain | HEK293 GAL4-hgDAF12 UAS-luciferase reporter, agonist luminescence; normalized to butyrate control | activation, % at 6.8 µM | 370,000 compounds, 1.8% hits | AID 687014;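 active = activation above a cutoff set at the mean of all screened compounds plus 3 SD, cut at about 10% in these data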;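 note: 0% = DMSO wells and 100% = sodium butyrate wells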
# PG9 binder = binds the HIV-1 gp120 antibody PG9; inhibition, % at 6.7 µM; 360,000 compounds, 0.43% hits; TR-FRET gp120-PG9 antibody binding; in the data active = inhibition above about 8.5%
# GC-A act = GC-A (human) enzyme activation. activation, % at 10 µM. HEK293 GC-A cells, cGMP TR-FRET, EC30 ANP; 0% at EC30 ANP, 100% saturating ANP. 370,000 compounds, 0.14% hits. P16066; in the data active = activation above about 40%
# FXN GAA850 act = frataxin GAA850 promoter activation. 360,000 compounds, 0.56% hits. AID 540364. HEK293 lucGAA850 FXN promoter luciferase reporter, 24 h; percent of 10 µM SAHA response. activation, % at 6 µM;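 active = activation above the average of all compounds screened plus 3 SD, cutoff fixed separately per campaign, cut at about 7.5% in these data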;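 note: 0% = DMSO wells and 100% = 10 µM SAHA wells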
# hcDAF-12 act = activators of H. contortus DAF-12 nuclear receptor. HEK293 hcDAF-12 lit1-tk-luc reporter, luminescence; 0% DMSO, 100% Δ7-dafachronic acid. 370,000 compounds, 1.4% hits. activation, % at 6.8 µM. AID 652067;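 active = activation above the mean of all tested compounds plus 3 SD, cut at about 5.5% in these data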;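 note: 100% = response to 3 µM Δ7-dafachronic acid high control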
# ssDAF12 agonist = activates DAF-12 receptor from parasite S. stercoralis; HEK293 ssDAF-12/GRIP1 lit1-tk-luc reporter, luminescence; % of 3 µM dafachronic acid response; activation, % at 6.8 µM; 370,000 compounds, 1% hits; AID 652126;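 active = activation above the mean over all tested compounds plus 3 SD, cut at about 0.9% in these data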;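 note: 0% = DMSO-only wells and 100% = 3 µM delta7-dafachronic acid wells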
# DAX1 inh-1 = inhibitors of human orphan nuclear receptor DAX1 (NR0B1); HEK293 Gal4-DAX1 luciferase reporter, luminescence; inhibition, % at 6.75 µM; 340,000 compounds, 0.99% hits; AID 504766;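 active = inhibition above the mean over all tested compounds plus 3 SD, cut at about 4.2% in these data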;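 note: 0% = DAX1-transfected cells with DMSO and 100% = empty-vector control cells with DMSO; inhibition shows as a rise in luminescence from relieved DAX1 repression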
# Target sequence (P51843 207-470 limits assumed): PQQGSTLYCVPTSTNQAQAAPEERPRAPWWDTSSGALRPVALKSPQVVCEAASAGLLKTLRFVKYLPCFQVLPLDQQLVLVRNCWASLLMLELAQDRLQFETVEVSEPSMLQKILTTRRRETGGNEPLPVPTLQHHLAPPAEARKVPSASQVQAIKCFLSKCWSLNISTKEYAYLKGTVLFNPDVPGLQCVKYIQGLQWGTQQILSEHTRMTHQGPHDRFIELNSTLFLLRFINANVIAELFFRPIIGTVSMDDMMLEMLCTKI
# SMARCA2 act = increases SMARCA2 function in MMTV reporter cells; MG213 cells, MMTV-luciferase reporter, dexamethasone, overnight; activation, % at 9.1 µM; 370,000 compounds, 1% hits; AID 652017; in the data active = activation above about 7.8%;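 note: 0% = vehicle wells and 100% = reference activator wells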
# ADAM10 inh = inhibits human ADAM10. 370,000 compounds, 0.62% hits. inhibition, % at 7 µM. O14672. AID 720582. recombinant ADAM10, EDANS/DABCYL FRET peptide cleavage, 3 h;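 active = inhibition above a per-campaign cutoff equal to the mean of compounds falling between control-based bounds plus 3 SD, cut at about 20% in these data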;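 note: 0% = DMSO wells while the 100% control is not disclosed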
# Target sequence (O14672 214-748 limits assumed): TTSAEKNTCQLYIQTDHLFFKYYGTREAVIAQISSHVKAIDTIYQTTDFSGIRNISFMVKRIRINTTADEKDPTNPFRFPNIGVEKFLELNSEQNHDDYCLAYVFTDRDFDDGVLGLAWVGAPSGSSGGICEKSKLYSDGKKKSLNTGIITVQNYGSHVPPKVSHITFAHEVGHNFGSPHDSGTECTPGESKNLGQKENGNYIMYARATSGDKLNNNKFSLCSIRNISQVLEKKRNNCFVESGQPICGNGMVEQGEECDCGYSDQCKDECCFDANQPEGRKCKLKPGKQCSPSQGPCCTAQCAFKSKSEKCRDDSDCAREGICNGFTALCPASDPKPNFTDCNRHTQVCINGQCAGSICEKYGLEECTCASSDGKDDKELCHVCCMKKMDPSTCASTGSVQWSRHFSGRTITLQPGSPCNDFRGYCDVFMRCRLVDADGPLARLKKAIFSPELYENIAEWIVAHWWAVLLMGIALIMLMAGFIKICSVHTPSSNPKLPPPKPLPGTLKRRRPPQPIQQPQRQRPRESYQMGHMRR
# ADAM17 inh = inhibits human ADAM17; AID 720648; 370,000 compounds, 0.83% hits; recombinant ADAM17, EDANS/DABCYL FRET peptide cleavage; P78536; inhibition, % at 6.95 µM;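 active = inhibition above the mean of compounds lying between control limits plus 3 SD, set per campaign, cut at about 8.5% in these data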;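 note: 0% = DMSO-only wells as the low control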
# DAX1 inh-2 = blocks DAX1 repression of SF-1 activated StAR promoter. 370,000 compounds, 1.1% hits. inhibition, % at 6.8 µM. AID 652010. HEK293T StAR-luciferase reporter, SF-1/DAX-1 repression relief;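 active = inhibition above the mean over all tested compounds plus 3 SD, cut at about 3.6% in these data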;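 note: 0% = DAX-1 cells with DMSO and 100% = cells lacking DAX-1 with DMSO; higher inhibition means more luminescence from relief of DAX-1 repression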
# * marks the source's active call; other numbers are inactive results; . = not tested or not shown.
SMILES,hgDAF-12 ag,PG9 binder,GC-A act,FXN GAA850 act,hcDAF-12 act,ssDAF12 agonist,DAX1 inh-1,SMARCA2 act,ADAM10 inh,ADAM17 inh,DAX1 inh-2
CC1CCc2sc(C(=O)NN=C3CCCC3)cc2C1 (stereo not drawn),2.4,-2.0,2,0.9,2.3,-1.2,2.4,-2,-12,-3,-1.3
CC(C)=CC(=O)OCc1cc([N+](=O)[O-])cc2c1OCOC2,11*,-1.2,3,3.0,1.0,1.0*,0.5,4,1,2,3.8*
COC(=O)C1=C(CN2CCN(C)CC2)NC(=O)NC1c1cc(C)ccc1C (stereo not drawn),1.2,-0.3,0,0.7,-3.0,-0.4,-0.3,2,2,-5,-0.4
COCCn1c(SCC(=O)NCc2cccs2)nnc1-c1ccc(OC)cc1,-1.1,3.7,-2,1.0,-2.5,0.3,-0.1,-2,3,-5,0.4
CN(CC(=O)Nc1ccccc1Cl)C(=O)CSc1nc2ccccc2s1,2.0,-1.0,-1,2.8,0.7,-0.7,-0.2,-3,3,1,1.0
CON(Cc1ccccc1)S(=O)(=O)c1ccccc1Br,-1.0,-0.5,-3,.,-2.0,0.1,.,2,12,6,-0.2
CC(=O)N1CCN(C(=O)c2oc3ccccc3c2C)CC1,1.0,-1.4,1,1.4,1.8,-1.4,0.9,0,-1,-1,5.3*
CC(C)(C(N)=O)N1CCN(c2ncc(C(F)(F)F)cc2Cl)CC1,-2.8,-0.1,1,0.7,-2.3,-1.7,-2.4,-1,4,0,-1.5
O=C1COc2ccc(C(=O)CCl)cc2N1,-1.2,-0.2,2,9.8*,0.9,-1.3,.,0,-7,-4,-0.7
N#Cc1nc(COc2ccccc2Cl)oc1N1CCCC1,-3.5,1.5,-6,-0.7,-1.4,-2.2,-1.5,-1,-7,-4,0.0
CCOC(=O)CN1C(=O)CSc2ccc(S(=O)(=O)N3CCCC3)cc21,-0.2,-0.6,-2,-1.7,1.8,-1.4,-0.3,2,-4,-5,0.1
Cc1cc(C)c2c(n1)nn1c(N3CCN(c4ccccc4)CC3)cc(C)nc21,-1.6,6.8,7,-2.9,-1.2,-0.8,-1.3,-1,-66,-26,-0.1
O=C(Nc1ccc(Cl)cc1Cl)NC1CCCC1,4.2,-0.1,0,-0.6,1.0,-0.8,-0.3,3,2,-1,-0.1
CC(=O)c1ccc(OC(=O)c2cccs2)cc1,-0.7,0.4,-3,-0.6,-1.1,-0.8,0.7,-1,1,1,0.1
O=C(CN1C(=O)NC2(CCCC2)C1=O)Nc1cc(Cl)ccc1N1CCOCC1,-1.8,1.7,-2,1.9,-2.4,-0.8,0.5,-1,-2,1,-0.2
CC1(C)CC(=O)c2sc(NS(=O)(=O)c3ccc(Br)cc3)nc2C1,-2.1,0.7,3,1.4,-2.1,-1.2,2.1,-2,-1,-2,-0.5
COCCn1c(SCC(=O)N2CCCC2)nc2c(c1=O)SCC2,0.6,0.4,-1,1.5,0.4,-0.6,0.6,-5,21*,7,1.8
Cc1cc2c(cc1S(=O)(=O)Nc1cccc(F)c1C)NC(=O)CO2,-0.7,-1.7,-4,1.7,-0.6,-0.6,0.4,5,6,1,0.4
Cc1cc2oc(=O)cc(CNc3ccccc3F)c2cc1O,1.3,-1.5,9,-0.8,-1.2,-1.0,-0.5,-1,-6,-3,-0.6
CCCn1cc(C(=O)N(C)C2CCCN(Cc3ccccc3F)C2)c(C)n1 (stereo not drawn),-4.1,1.0,1,1.0,0.8,-1.2,0.3,-3,-28,-4,-0.4
Cc1ccc(C)c(SCC(=O)OCC(=O)NCCNC(=O)COC(=O)CSc2cc(C)ccc2C)c1,0.8,1.5,-4,0.1,0.1,-0.8,0.6,-1,4,-2,0.4
CCN(C)C1CN(Cc2cn(Cc3cccc(Cl)c3)nn2)S(=O)(=O)C1 (stereo not drawn),0.9,1.4,-2,.,0.7,-0.6,.,-4,-6,-3,3.0
C=C(CC)C(=O)c1ccc(OCC(=O)O)c(Cl)c1Cl,1.4,0.9,7,0.8,-0.5,-1.7,0.2,5,3,-3,-1.7
O=C(N[C@H](C(=O)N1CCC[C@H]1C(=O)NC1CCCC1)c1ccccc1)C1CCCC1,-0.6,-0.5,-1,.,-0.8,-1.2,.,-5,-14,-5,0.2
COc1ccc(OCCn2c(=N)n(CCO)c3ccccc32)cc1,1.1,1.4,-3,0.2,-1.7,-1.0,0.8,-3,0,0,0.2

# Entries listed so far containing an aryl thioether with sulfur outside any ring, in the order listed:
SMILES,hgDAF-12 ag,PG9 binder,GC-A act,FXN GAA850 act,hcDAF-12 act,ssDAF12 agonist,DAX1 inh-1,SMARCA2 act,ADAM10 inh,ADAM17 inh,DAX1 inh-2
COCCn1c(SCC(=O)NCc2cccs2)nnc1-c1ccc(OC)cc1,-1.1,3.7,-2,1.0,-2.5,0.3,-0.1,-2,3,-5,0.4
CN(CC(=O)Nc1ccccc1Cl)C(=O)CSc1nc2ccccc2s1,2.0,-1.0,-1,2.8,0.7,-0.7,-0.2,-3,3,1,1.0
COCCn1c(SCC(=O)N2CCCC2)nc2c(c1=O)SCC2,0.6,0.4,-1,1.5,0.4,-0.6,0.6,-5,21*,7,1.8
Cc1ccc(C)c(SCC(=O)OCC(=O)NCCNC(=O)COC(=O)CSc2cc(C)ccc2C)c1,0.8,1.5,-4,0.1,0.1,-0.8,0.6,-1,4,-2,0.4

# Going on with the list.
SMILES,hgDAF-12 ag,PG9 binder,GC-A act,FXN GAA850 act,hcDAF-12 act,ssDAF12 agonist,DAX1 inh-1,SMARCA2 act,ADAM10 inh,ADAM17 inh,DAX1 inh-2
COc1cc(OC)cc(C(=O)NCc2ccc3c(c2)cc(C)n3C)c1,-1.5,-2.1,-2,-2.0,-1.0,-1.6,2.0,1,1,-1,-0.9
C=CCOC(=O)C1=C(C)NC(=O)NC1c1cc(Cl)cc(Cl)c1OC (stereo not drawn),-1.0,-1.1,-44,-2.4,-2.7,-1.5,-0.5,-4,3,0,-0.4
CN1C(=O)c2ccc(C(=O)Nc3ccc4c(c3)OCO4)cc2C1=O,3.3,-0.7,2,-0.1,-0.8,-0.9,0.1,-1,-3,1,1.3
O=C(CN1CCCCC1)Nc1cccc(Br)c1,0.4,0.8,1,0.2,-1.1,-1.4,1.5,0,-8,3,0.0
COc1ccc(C)cc1NC(=O)CNC(=O)[C@@H]1Cc2ccccc2CN1,-0.7,1.4,-1,1.8,-0.4,-1.1,1.1,-4,0,-22,-0.3
O=C(CSc1nnc2c(n1)[nH]c1ccccc12)Nc1nncs1,4.6,0.1,0,1.1,-2.4,-1.4,1.4,-2,-2,-1,-0.4
Cc1ccccc1OCC(=O)Nc1sc2c(c1C#N)CCC2,0.1,-1.4,-7,0.1,0.0,-1.8,0.5,1,0,-2,0.4
CN(/N=C/c1ccco1)C1=NS(=O)(=O)c2ccccc21,0.5,-3.4,-17,3.6,-2.8,-1.1,-0.3,-1,-6,-1,-0.8
Cc1nc(NC(=O)C2CC2)sc1C(=O)Nc1ccccc1,1.0,-0.7,-2,1.3,-2.1,-1.1,1.0,4,7,2,-0.1
COc1ccccc1N1CCN(C(=O)C2Cc3ccccc3CN2C(=O)c2ccco2)CC1 (stereo not drawn),1.7,-0.7,-3,2.5,-0.1,-0.9,-0.5,-2,-7,-2,0.8
COc1ccc(OC)c(-c2csc(NC(=O)Cc3cc(OC)c(OC)c(OC)c3)n2)c1,-2.1,1.0,-3,-1.1,-3.5,-1.4,-1.5,-4,6,-1,-0.8
CCN(CC(=O)Nc1ccc(NC(C)=O)cc1)C(=O)/C=C/c1cccs1,0.1,-1.4,1,0.1,-0.6,-1.1,0.1,0,5,4,-0.1
COc1ccc(NC(=O)CSCc2ccccc2C)cc1,7.2,-0.6,2,-0.3,1.5,-1.2,1.0,4,-2,-4,0.7
CCOc1ccccc1NC(=O)CSc1nnc(NC(=O)c2ccco2)s1,2.7,1.3,4,0.9,-0.2,-1.3,0.5,-1,3,-5,-0.6
CCOc1ccc(CCNC(=O)C2=C(C)C(=O)OC23CCCCC3)cc1OCC,-1.1,-1.0,-1,-1.4,-3.0,-1.8,-0.5,1,-8,-3,0.4
CC(Sc1nnc(NCc2ccccc2)s1)C(=O)Nc1ccc2c(c1)C(=O)c1ccccc1C2=O (stereo not drawn),15*,-0.9,0,-7.0,0.8,-1.1,-0.6,0,10,6,1.1
CCOc1ccc(NC(=O)CCC(=O)c2ccc(F)cc2)cc1,0.8,-1.1,0,0.5,-0.6,-1.0,-0.4,0,0,-1,-0.6
CC1CCC2(CC1)NC(=O)N(CC(=O)c1ccc(CNC(=O)C(C)(C)C)s1)C2=O (stereo not drawn),-1.9,-2.2,1,3.1,-2.0,-1.6,-0.6,-1,5,2,-0.7
C[C@H]1COC(=O)[C@H](Cc2ccc(F)cc2)C/C=C\C[C@H](CC(=O)N(CCO)Cc2ccccc2)C(=O)N1,-2.0,-0.1,3,-1.7,-1.3,-1.2,-0.7,0,-4,-3,-0.5
COc1cc(C2C3=C(CC(C)(C)CC3=O)NC3=C2C(=O)c2ccccc23)ccc1O (stereo not drawn),-1.8,-9.5,7,0.9,-2.0,-1.6,-0.1,2,3,-1,-0.9
Cc1ccc(NC(=O)C2C3CCCC2C3c2ccccc2)c(C)c1 (stereo not drawn),1.5,-0.7,-6,1.4,2.5,-1.6,-1.2,-1,-3,1,-0.5
Cc1nn(-c2ccc(F)cc2)c2sc(C(=O)O)cc12,1.5,1.0,0,1.4,0.6,-0.4,-1.0,-1,1,-2,0.0
Cc1ccc(N=C2NC(=O)CC(C(=O)Nc3ccc4c(c3)OCO4)S2)cc1 (stereo not drawn),3.1,-1.3,-2,-0.1,0.1,-1.0,-0.4,2,4,0,-1.0
CCc1ccc(N(CC(=O)NC(C)(C)C)C(=O)CCC(=O)Nc2ccccn2)cc1,-2.5,-2.9,-4,1.4,-1.4,-1.3,-0.7,3,3,0,-0.2
O=C(NNS(=O)(=O)c1ccccc1[N+](=O)[O-])c1cccnc1,-1.9,-0.2,3,1.4,-1.7,-0.8,1.2,2,0,-2,-0.4
COc1ccc(-c2cc(C(=O)N3CC(C)CC(C)C3)c3ccccc3n2)cc1OC (stereo not drawn),-5.5,3.2,3,-3.2,-1.5,-1.6,-0.6,-3,-145,-56,-2.4
COc1ccc2c(CC(=O)OCC(=O)N3CCc4ccccc43)coc2c1,0.6,0.9,-2,1.0,0.4,-0.9,-1.7,-2,14,0,0.3
CCCCNC(=O)N1CCN(C(=O)c2ccco2)CC1,2.1,1.6,0,1.9,-1.2,-1.7,1.1,1,1,-1,0.1
COc1ccc(N2CCN(c3oc(-c4ccco4)nc3C#N)CC2)cc1,-0.5,-0.7,1,1.9,-2.9,-1.1,-0.2,-3,6,3,0.0
CC12CCC(C/C1=N\N=C1\NC(=O)/C(=C\c3cccc(Br)c3)S1)C2(C)C (stereo not drawn),-3.8,-1.1,-3,1.1,1.8,-0.9,-0.6,-2,-5,0,-1.0

# Rows are unselected (roughly 6.8% active in at least one column).
